# Polio RdRp inh = poliovirus RNA polymerase inhibition; P03300; poliovirus polymerase elongation, fluorescence polarization; stronger effect = lower value; % elongation, % (compound at 16.7 µg/mL); actives 0.66% (n = 150,000); in the data active = % elongation below about 90%; note: some results filed as inactive read as strong as hits
# Target sequence (P03300 1749-2209 limits assumed): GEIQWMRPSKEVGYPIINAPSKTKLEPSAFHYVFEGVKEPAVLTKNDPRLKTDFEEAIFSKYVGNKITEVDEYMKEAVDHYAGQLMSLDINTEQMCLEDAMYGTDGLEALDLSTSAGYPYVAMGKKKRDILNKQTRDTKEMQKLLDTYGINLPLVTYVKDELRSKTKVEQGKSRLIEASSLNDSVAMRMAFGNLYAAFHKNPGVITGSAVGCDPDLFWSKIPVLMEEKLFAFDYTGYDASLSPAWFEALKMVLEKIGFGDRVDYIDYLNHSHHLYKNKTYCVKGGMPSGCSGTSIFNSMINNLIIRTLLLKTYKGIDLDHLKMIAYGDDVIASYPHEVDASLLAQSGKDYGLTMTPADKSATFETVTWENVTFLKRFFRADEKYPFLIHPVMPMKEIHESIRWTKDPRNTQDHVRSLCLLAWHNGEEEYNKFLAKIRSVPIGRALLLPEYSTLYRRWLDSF
# Polio RdRp inh FP z-score = further read-out of Polio RdRp inh, marked with its call; z-score; measured here: FP z-score; hits read low
# Numbers without * were called inactive.
item	smiles	Polio RdRp inh	Polio RdRp inh FP z-score
1	CC1CCc2nc3ncn(Cc4cccc(F)c4)c(=O)c3cc2C1 (stereo not given)	107.0	0.1
2	Cc1ccc(C)c(OC(=O)CCN2C(=O)C3CC=CCC3C2=O)c1C (stereo not given)	106.0	0.5
3	CC(C)CNC(=O)C1=CC(c2ccc3c(c2)OCO3)=NS(=O)(=O)N1C	113.0	0.3
4	Cn1c(SCc2ccc(C(F)(F)F)cc2)nc2c([nH]c3ccccc32)c1=O	110.0	0.6
5	Oc1ccc(/C=N/n2c(-c3ccco3)csc2=Nc2ccc(F)cc2F)c(O)c1	110.0	0.6
6	COc1ccc(-c2cn3c(n2)sc2cc(C(=O)Nc4cc(OC)cc(OC)c4)ccc23)cc1	105.0	-0.2
7	CC(Oc1cccc(Cl)c1)C(=O)O/N=C(\N)c1cccnc1 (stereo not given)	103.0	0.6
8	COc1cc(/C=C/c2nc(C#N)c(N3CCN(C)CC3)o2)cc(OC)c1OC	107.0	-0.3
9	O=C(O)c1ccc(N2C(=O)CCC2=O)cc1	100.0	-0.3
10	Cc1oc2ncnc(N3CCCCC3)c2c1C(=O)N1CCN(c2cccc(Cl)c2)CC1	111.0	0.4
11	CCn1c(SC(C)C(=O)NC(N)=O)nc2ccccc2c1=O (stereo not given)	105.0	0.3
12	Cn1cc(C(=O)NCCCN2CCCC2)c2c3ccccc3n(C)c2c1=O	101.0	-0.3
13	Cc1cccc(C(C)C)c1NC(=O)c1cccnc1	102.0	0
14	COc1ccc(-c2cn3cccnc3n2)cc1NC(=O)c1cc(OC)c(OC)c(OC)c1	99.0	-0.6
15	Cc1cc(NC(=O)Nc2cn(C)c(=O)c3ccccc23)no1	91.0	-2.5
16	CN(C)c1ccc(NC(=O)Cn2cc(S(=O)(=O)Cc3ccccc3Cl)c3ccccc32)cc1	102.0	-0.8
17	CCCCC(=O)N1c2ccccc2NC2=C(C(=O)CCC2)C1c1ccc(N(C)C)cc1 (stereo not given)	104.0	0.6
18	CCOc1ccc(N(CC)C(=O)C2CCN(S(=O)(=O)c3cccc4nonc34)CC2)cc1	108.0	0.8
19	Cc1nc(N2CCCC2)ncc1C(=O)Nc1ccc(F)cc1F	102.0	-0.5
20	NS(=O)(=O)c1ccc(CCNC(=O)c2ccc3c(=O)n4c(nc3c2)CCCCC4)cc1	99.0	-0.5
21	CCN(CC)C(=O)C1CCCN(C/C=C/c2ccccc2)C1 (stereo not given)	101.0	0.4
22	C=CCNc1nc(C(=O)OCC(=O)N(C)C2CCS(=O)(=O)C2)cs1 (stereo not given)	101.0	-0.3
23	CC(C)(C#N)NC(=O)Nc1ccccc1	101.0	-0.3
24	CCCNC(=O)Nc1cc(C(=O)NCc2cccc(OCC)c2)ccc1N1CCCC1	109.0	0.5
25	CC1CC(C)CN(C(=O)c2ccc3c(c2)N(Cc2ccccc2)C(=O)c2ccccc2S3=O)C1 (stereo not given)	102.0	-0.4
26	C=CCn1ncc(OC)c(Cl)c1=O	100.0	0.2
27	COC(=O)c1cccc(NC(=O)c2ccccc2C(=O)O)c1	103.0	0.5
28	O=C(OCc1ncc(-c2ccccc2)o1)c1cc2c(s1)CCC2	101.0	-0.2
29	Cc1nc(N2CCOCC2)c2c(C(=O)N3CCN(c4cccc(C(F)(F)F)c4)CC3)c(C)oc2n1	108.0	0.1
30	COCCCN1C(=S)NC2c3cccc(OC)c3OC1(C)C2C(=O)N(C)C (stereo not given)	102.0	0.6
31	CN1c2cc(Cl)ccc2-c2nc(SCC(=O)Nc3ccc(F)cc3F)ncc2S1(=O)=O	105.0	-0.1
32	COc1cc(NC(=O)Nc2c[nH]c(=O)[nH]c2=O)cc(OC)c1OC	106.0	-0.3
33	COc1cccc(NC(=O)c2cc3c(=O)oc4ccccc4c3s2)c1	99.0	-0.1
34	C=CCn1c(C)cc(C(=O)CSc2nc3ccccc3[nH]2)c1C	107.0	0.3
35	Cn1cnnc1Sc1ccc(Cl)cc1N	102.0	-0.1
36	CCc1nc2nc(C)c(NS(=O)(=O)c3ccc(C)cc3)c(=O)n2[nH]1	103.0	-0.5
37	O=C(CCc1ccccc1)NCC1COC2(CCCCC2)O1 (stereo not given)	106.0	0.3
38	CC1CCCC(NC(=O)COC(=O)CCc2ccccc2)C1C (stereo not given)	101.0	-0.3
39	CC(=NCCc1ccccc1)C1=C(O)CSC1=O	101.0	-0.1
40	O=C(O)c1ccc(CN2CCCCC2)o1	99.0	-0.6
41	Cc1cc(C)nc(SCC(=O)Oc2ccc3oc(=O)cc(C)c3c2)n1	100.0	-0.4
42	CC(=O)N1CCc2ccccc2C1CNC1=CC(=O)CC(C)(C)C1 (stereo not given)	104.0	0
43	CCCC(=O)Nc1sc2c(c1C(N)=O)CCC2	100.0	-0.3
44	O=C(O)c1ccc(OCC2CCCO2)cc1 (stereo not given)	102.0	0
45	CCc1ccccc1N1C(=O)N(Cc2cc(=O)n3ccccc3n2)c2ccccc2S1(=O)=O	110.0	0.7
46	Cn1nc(C(=O)NCc2cccc(Cl)c2)c2c1-c1ccccc1S(=O)(=O)C2	113.0	1.3
47	CCc1[nH]c(=S)c(C#N)c(-c2ccccc2)c1C(=O)OC	105.0	0.3
48	COc1cccc(C(c2sc3nc(-c4ccco4)nn3c2O)N2CCOCC2)c1 (stereo not given)	111.0	1.1
49	C=CCn1cc(C(=O)c2cc(C)ccc2O)cc(C#N)c1=O	103.0	0.2
50	COc1ccc(C2Nc3nc4ccccc4n3C(N)=C2C#N)cc1 (stereo not given)	99.0	-0.4
51	COc1ccc(Nc2oc(-c3ccc(COc4cccc(C)c4)o3)nc2C#N)cc1	105.0	0.2
52	CSCCSc1nnnn1-c1ccc(O)cc1	101.0	-0.2
53	CC1CCCCC1NC(=O)CSc1nncs1 (stereo not given)	101.0	-0.2
54	CCn1c(=O)sc2cccc(Cl)c21	98.0	-0.8
55	O=C(CCCc1nc(-c2ccccc2)no1)Nc1ccccc1	103.0	-0.1
56	C=CCSc1nnc2c(n1)OC(CC)Nc1ccccc1-2 (stereo not given)	96.0	-1
57	O=C(NC1=NCCS1)c1ccccc1OCc1ccccc1	102.0	-0.1
58	CCc1ccc(S(=O)(=O)c2cn(CC(=O)Nc3cccc(C)c3)c3ccc(Cl)cc3c2=O)cc1	113.0	1.3
59	Cc1cccc(CN2CC=C(c3noc(CCC(=O)Nc4ccc(C)c(F)c4)n3)CC2)c1	108.0	0
60	O=C(NC(C(F)(F)F)C(F)(F)F)OCc1ccccc1	103.0	0.2

# New compounds follow:
item	smiles	Polio RdRp inh	Polio RdRp inh FP z-score
61	CC(C)N(C(=O)CSc1nnnn1C1CCCC1)C(C)C	104.0	0.4
62	CC1(CCC#N)N=C(SCCC#N)N(c2ccccc2)C1=O (stereo not given)	103.0	0.2
63	O=C(NNc1ccccc1)c1ccccc1	104.0	0.8
64	Cc1ccc(CSc2nnc(OC(=O)N(C)C)n2-c2cccc(Cl)c2)cc1	101.0	-0.8
65	O=C(CSc1cccc[n+]1[O-])Nc1ccccc1	104.0	0.9
66	CCCc1c(C(=O)Sc2ccc(Cl)cc2)cnn1-c1ccccc1	105.0	0.2
67	CCC(=O)Oc1ccc(C(=O)N2CCCCC2)cc1	102.0	0.1
68	Cc1ccc(CNc2ccc(Cl)cc2)s1	104.0	0.7
69	CCOC(=O)c1ccc(NC2CCCc3c2[nH]c2ccc(C)cc32)cc1 (stereo not given)	102.0	0.1
70	c1ccc(-c2cc(-c3ccccc3)n3ncnc3n2)cc1	104.0	1
71	CC(C)=Cc1c(O)nc2ccccn2c1=O	101.0	0
72	Cc1nn(C(=O)C2CC2)c(C)c1Sc1ccccc1	104.0	0.2
73	COC(=O)c1cc(CSc2nc3ccccc3n2CCC#N)oc1C	99.0	-0.7
74	COC(=O)c1sc(N)c(C(=O)OC)c1Cn1nnc(-c2ccccc2)n1	101.0	-0.4
75	Cc1cc(C(O)(C(F)(F)F)C(F)(F)F)c(C)n1-c1ccccc1	103.0	0.4
76	COc1cc(NC(=O)C2CCCCC2)c(OC)cc1NC(=O)CCC(=O)NCc1ccco1	101.0	-0.2
77	COc1ccc(C(CC(=O)NCc2ccc(C)cc2)N2Cc3ccccc3C2=O)cc1OC (stereo not given)	100.0	-0.4
78	CCc1ccc(-n2c(=O)c3c4c(sc3n(CC(=O)c3ccc(Cl)cc3)c2=O)CCC4)cc1	101.0	-1.5
79	CCc1ccc2occ(CC(=O)Nc3c(C(=O)Nc4ccc(C)cc4)oc4ccccc34)c2c1	117.0	0.2
80	c1ccc(Cc2nc3ccccc3[nH]2)cc1	101.0	-0.5
81	Cc1ccccc1Cn1c(SCc2ccc(C(=O)NC3CCCC3)cc2)nc2ccncc21	109.0	-0.3
82	Cc1c(C)n(C)c2ccc(C(=O)N3CCN(c4ccccc4)CC3)cc12	110.0	0.7
83	Cc1cccc(-c2nc(CS(=O)CC(=O)NC3CCCCCC3)c(C)o2)c1 (stereo not given)	98.0	-1.3
84	COc1ccc(S(=O)(=O)NCc2cccn2Cc2cc(C)ccc2C)cc1OC	107.0	0.2

# Ordered by SMILES length (largest number first): seven of the compounds above.
item	smiles	Polio RdRp inh	Polio RdRp inh FP z-score
79	CCc1ccc2occ(CC(=O)Nc3c(C(=O)Nc4ccc(C)cc4)oc4ccccc34)c2c1	117.0	0.2
76	COc1cc(NC(=O)C2CCCCC2)c(OC)cc1NC(=O)CCC(=O)NCc1ccco1	101.0	-0.2
77	COc1ccc(C(CC(=O)NCc2ccc(C)cc2)N2Cc3ccccc3C2=O)cc1OC (stereo not given)	100.0	-0.4
81	Cc1ccccc1Cn1c(SCc2ccc(C(=O)NC3CCCC3)cc2)nc2ccncc21	109.0	-0.3
83	Cc1cccc(-c2nc(CS(=O)CC(=O)NC3CCCCCC3)c(C)o2)c1 (stereo not given)	98.0	-1.3
74	COC(=O)c1sc(N)c(C(=O)OC)c1Cn1nnc(-c2ccccc2)n1	101.0	-0.4
80	c1ccc(Cc2nc3ccccc3[nH]2)cc1	101.0	-0.5

# Next section:
item	smiles	Polio RdRp inh	Polio RdRp inh FP z-score
85	Cc1cccc(OCC(=O)Nc2ccc3c(c2)nc2n3CCN(c3ccccc3)C2)c1	99.0	-0.4
86	N#CCCn1c(CC(N)=O)nc2ccccc21	100.0	0
87	CSc1nn(-c2ccccc2)cc1C(=O)N1CCCCC1	102.0	-0.2
88	CCCC(C)C(=O)NCc1ccc(C)cc1 (stereo not given)	93.0	-2
89	CCCNC(=O)c1c(NC(=O)c2ccccc2F)sc2c1CCCCC2	106.0	0.3
90	Cc1onc(-c2ccccc2)c1C(=O)ON=C1C2CC3CC(C2)CC1C3	104.0	0.6
91	CC1(C)CCc2cc(CN3CCN(c4ncc(C(F)(F)F)cc4Cl)CC3)ccc2O1	108.0	1.3
92	C/C(=N\NC(=O)c1ccc(NS(=O)(=O)c2cccs2)cc1)c1cccs1	104.0	0.1
93	CC12CS(=O)(=O)CC1SC(=S)N2Cc1ccccc1 (stereo not given)	101.0	0
94	Nc1nc(N)nc(COc2ccccc2)n1	104.0	0.7
95	COc1ccc(Cn2cccc2C2=NCC(C)O2)cc1 (stereo not given)	104.0	1.1
96	CN(C)Cc1cc2ccccc2[nH]1	104.0	0.2
97	Nc1c(-c2nc(-c3ccc4c(c3)OCO4)no2)nnn1-c1ccc(C(F)(F)F)c(Cl)c1	102.0	0.1
98	CCNS(=O)(=O)c1ccc(-c2oc3cc(S(=O)(=O)NCC)ccc3c2Cl)cc1	105.0	0.1
99	COc1ccccc1NC(=O)c1cc(=O)[nH]c2ccccc12	101.0	-0.3
100	CC(C)N(C(=O)CSc1nc(=O)n2ccccc2n1)C(C)C	106.0	1.3
101	O=C(COC(=O)c1cc2c(s1)CCC2)c1ccc[nH]1	103.0	-0.1
102	CCC(CC)NC(=O)CN1C(=O)C2CC=CCC2C1=O (stereo not given)	102.0	-0.1
103	COc1cccc(-c2nnc(-c3ccccc3NC(=O)c3ccc(F)cc3F)o2)c1	104.0	0.1
104	Cc1ccc2onc(CNC(=O)Nc3cccc(C(F)(F)F)c3)c2c1	103.0	0.7
105	O=C(Nc1ccc2oc(-c3cc(Br)ccc3Cl)nc2c1)c1cc2ccccc2o1	103.0	-0.1
106	C=CCNc1cc(-c2ccccc2)nc2nncn12	102.0	-0.6
107	COCCNS(=O)(=O)c1cc(Br)cc2c1N(C(C)=O)CC2	100.0	-0.9
108	Cc1c(C(=O)Nc2ccc(F)cc2F)sc2ncnc(N(C)c3ccccc3)c12	102.0	0.4
109	O=C(ONc1cnc2ccccc2c1)c1ccco1	99.0	-0.2
110	OC(CN1CCOCC1)Cn1c2ccccc2c2ccccc21 (stereo not given)	104.0	0.6
111	COc1ccccc1C(=O)NCCC(=O)Nc1ccc(N2CCN(C)CC2)cc1C	97.0	-0.7
112	CCC(=O)N1CCc2cc(CNS(=O)(=O)c3ccc(C(C)C)cc3)ccc21	106.0	0.5
113	O=C(NCC(c1cccnc1)N1CCc2ccccc21)c1ccc(F)cc1 (stereo not given)	108.0	-0.1
114	COc1ccc(NC(=O)CN2CCC(N3CCCCC3)CC2)c(OC)c1	103.0	0.4
115	COc1ccc(CCN2C(=O)c3[nH]nc(-c4ccccc4O)c3C2c2cccc(OC)c2)cc1 (stereo not given)	111.0	1.2
116	COc1ccc(Cn2c(=O)[nH]c3cc(C(=O)NC4CCCCC4)ccc3c2=O)cc1	97.0	-0.4
117	COc1ccc(-c2cc(C(F)(F)F)n3nc(C(=O)Nc4cccc(Cl)c4C)cc3n2)cc1	106.0	0.4
118	Cc1cn2c(=O)cc(COC(=O)c3cccc(NC(=O)c4ccccc4C)c3)nc2s1	108.0	0.4
119	Cc1ccc2c(c1)CCCN2C(=O)C1CCCO1 (stereo not given)	99.0	-0.1
120	CC1(C)Cc2c(c(N3CCOCC3)nc3sc4c(c23)N2C(=O)CCC2(C)NC4=O)CO1 (stereo not given)	101.0	0.6
121	O=c1c2ccc(Cl)cc2nc(SCc2nnc(-c3cccs3)o2)n1Cc1ccco1	102.0	0.1
122	CN(C)/C=C/C=C/c1cc(=O)cc(/C=C/C=C/N(C)C)o1	92.0	-4.6
123	O=C(c1sc2cc(F)ccc2c1Cl)N1CCCCCC1	102.0	0.4
124	COc1cccc(CN2C(=O)C3(C(C#N)=C(N)OC4=C3C(=O)CCC4)c3ccccc32)c1 (stereo not given)	103.0	-0.2

# This is a subset; rates above refer to the full screens.
